Screens (PubChem)
Bcl-B TR3 displacers – displacers of TR3 peptide from Bcl-B, primary screen, selectivity assay for Bfl-1 inhibitor project, biochemical, fluorescence polarization. 0.11% of 96,000 active. displacement, % at 20 µM; hits with a dose series show IC50 in µM. FP displacement of FITC-TR3 peptide from Bcl-B; higher % means a stronger effect;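 active = displacement above 50% at 20 µM plus a fluorescence interference ratio under 1.5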;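 also: plate controls were wells without compound for no effect and wells lacking Bcl-B protein for full effect; a part of the inactive calls stands beside numbers as strong as those of hits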
NFkB transloc pot – enhances IL-1B driven NFkB nuclear translocation. HUVEC IL-1B NFkB p65 nuclear translocation imaging. activation, % at 2 µM. 0.3% of 94,000 active;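 active = activation above 40%, about the mean plus 3 SD, also judged a hit on visual image review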;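 also: percent activation is computed from the nuclear over cytoplasmic p65 intensity ratio; values of inactives mirror those of a sister screen read the other way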
IL1B NFkB inh – blocks IL-1B driven NFkB nuclear translocation in HUVEC cells | HUVEC IL-1B NFkB p65 nuclear translocation imaging | inhibition, % at 2 µM | 0.43% of 94,000 active | AID 796;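 active = inhibition above about 30% together with a positive call from visual inspection of the well image, limit read from the data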;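 also: nuclear over cytoplasmic p65 intensity ratio measured by imaging; 0% = IL-1B stimulated DMSO wells and 100% = unstimulated DMSO wells; values of inactives mirror those of a sister screen read the other way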
PLAP inhibitors HTS – PLAP enzyme inhibitors, biochemical, luminescence, HTS (AID 690) | 0.08% of 96,000 active | purified PLAP, luminescent substrate; higher % means a stronger effect | inhibition, % at 20 µM; hits with a dose series show IC50 in µM; in the data active = a potency from the dose series; inactive = the rest, 99 in 100 with inhibition below about 30%; also: strong numbers were not always called active
MRP reversal – reverses drug resistance mediated by MRP | H69AR cells + 2 uM doxorubicin, CellTiter-Glo, 72 h | differential viability (reversal), % at 10 µM | 0.04% of 85,000 active | AID 602;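 active = viability drop by adding the cancer drug above about 55%, with treated viability meeting a 40% cutoff, limit read from the data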;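 also: viability without doxorubicin minus viability with 2 µM doxorubicin for each compound; larger differential means the compound sensitizes cells more to doxorubicin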
MRP reversal cytotoxicity – second read-out of MRP reversal, no call of its own (marks repeat the call); viability, %; H69AR cells, CellTiter-Glo, 72 h; measured here: cytotoxicity without doxorubicin
MRP reversal with doxorubicin – second read-out of MRP reversal, no call of its own (marks repeat the call); viability, %; measured here: viability with 2 uM doxorubicin; active compounds read low
IL1B NFkB inh cell count 2 µM – also measured in IL1B NFkB inh; calls as there; cell count; measured here: cells passing quality filter;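 raw number of nuclei counted in each imaged well without normalization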
NFkB transloc pot cell count 2 µM – further read-out of NFkB transloc pot, marked with its call; cell count; measured here: cells passing quality filter
* = called active by the depositor; nt = not tested or not shown.

SMILES	Bcl-B TR3 displacers	NFkB transloc pot	NFkB transloc pot cell count 2 µM	IL1B NFkB inh	IL1B NFkB inh cell count 2 µM	PLAP inhibitors HTS	MRP reversal	MRP reversal cytotoxicity	MRP reversal with doxorubicin
COc1cc(NC(=O)c2nccnc2C(=O)O)cc(OC)c1	1%	6	75	-6	75	12%	-8	87	95
CC(NS(=O)(=O)c1ccc(Cl)cc1)C(c1cccs1)N1CCN(C)CC1 (configuration not stated)	nt	-5	67	5	67	nt	13	86	72
OC(COc1ccc2ccccc2c1)Cn1cncn1 (configuration not stated)	nt	11	84	-11	84	nt	0	88	89
CCCCn1ccnc1C(=O)c1cccc(S(=O)(=O)N2CC(C)CC(C)C2)c1 (configuration not stated)	-59%	7	185	-7	185	-58%	-4	66	70
O=C(COc1ccccc1)Nc1nc(-c2cccs2)cs1	9%	-2	103	2	103	2%	-6	93	99
COCCNC(=O)C(c1ccc(Cl)cc1)N(C(=O)CCC(=O)Nc1ccccn1)C1CCCC1 (configuration not stated)	-20%	nt	nt	nt	nt	-42%	5	93	88
Cc1cc(C(=O)CSc2nc3ccc(Cl)cc3[nH]2)c(C)n1C	-66%	7	123	-7	123	-110%	16	99	83
O=C(c1csc2c1CCCCC2)N1CCN(c2ncccn2)CC1	-1%	38	108	-38	108	-19%	nt	nt	nt
NC(=S)Nc1cccc2cccnc12	-5%	8	103	-8	103	2%	nt	nt	nt
CS(=O)(=O)Nc1nc2n(n1)C(c1ccccc1)C=C(c1ccc(Br)cc1)N2 (configuration not stated)	44%	2	111	-2	111	-50%	nt	nt	nt
Cc1ccc(NC(=O)CSc2nc3nc(C)cc(C)c3c(=O)[nH]2)cc1	-2%	-9	148	9	148	-15%	4	87	83
CCn1c(CSc2nncn2-c2ccc(OC)cc2)nc2cc(S(=O)(=O)N(C)C)ccc21	6%	nt	nt	nt	nt	-56%	14	89	75
COC(=O)c1ccc(S(=O)(=O)N2CCCCCC2)cc1	-4%	7	155	-7	155	4%	6	100	94
COc1cc(C2C(C#N)=C(N)Oc3cc(C)oc(=O)c32)cc2c1OCO2 (configuration not stated)	-4%	nt	nt	nt	nt	-47%	-15	89	103
CCS(=O)(=O)N1Cc2ccccc2CC1C(=O)Nc1ccc(C)cc1 (configuration not stated)	-11%	-9	158	9	158	-49%	nt	nt	nt
Clc1cccc(-c2nn3c(Cn4cnc5ccccc54)nnc3s2)c1	3%	1	166	-1	166	-8%	14	93	79
O=C(NC12CC3CC(CC(C3)C1)C2)c1cccnc1	-15%	1	183	-1	183	-24%	-13	96	109
COCCNC(=O)C1c2cc(OC)c(OC)cc2C(=O)N(C)C1c1cccnc1 (configuration not stated)	-6%	37	120	-37	120	-7%	0	95	95
COCCCN1C(=O)C(=O)/C(=C(/O)c2ccc(OC(C)C)c(C)c2)C1c1ccncc1 (configuration not stated)	4%	0	196	0	196	-7%	-18	88	105
Cc1nc2cc(C(=O)OCC(=O)N(CC(C)C)C3CCS(=O)(=O)C3)ccc2n1-c1ccccc1 (configuration not stated)	4%	-18	110	18	110	-23%	2	95	93
CCn1c(SC)nnc1-c1c[nH]c2ccccc12	-4%	nt	nt	nt	nt	9%	2	87	85
CCCNC(=O)Cn1cnc2sc(C(=O)NCCN(CC)CC)c(C)c2c1=O	7%	-1	106	1	106	-3%	7	97	89
Nc1c(Cl)cc(Cl)cc1C(=O)OCC(=O)N1CCCC1	13%	-2	182	2	182	12%	0	76	76
NC(=O)C1CCN(c2nnnn2-c2ccccc2)CC1	-3%	5	184	-4	184	-4%	-2	94	96
O=C(/C=C/c1ccc(OCCCF)cc1)NCc1ccc(Cl)cc1	-16%	4	144	-4	144	10%	nt	nt	nt

Next part:
SMILES	Bcl-B TR3 displacers	NFkB transloc pot	NFkB transloc pot cell count 2 µM	IL1B NFkB inh	IL1B NFkB inh cell count 2 µM	PLAP inhibitors HTS	MRP reversal	MRP reversal cytotoxicity	MRP reversal with doxorubicin
Cc1nc(NC(=O)CSc2nc3cccnc3n2Cc2ccccc2)sc1C	-10%	3	173	-4	173	9%	-15	18	32
COc1ccc(CCNS(=O)(=O)c2ccc3c(c2)CCN3C(=O)C2CC2)cc1OC	-4%	-19	96	19	96	-22%	11	83	72
CC(C)(C)n1nnnc1C(c1cccnc1)N1CCN(c2ccccc2)CC1 (configuration not stated)	4%	-2	159	2	159	-27%	-9	92	101
Cc1ccccc1NC(=O)CSc1nnc(-c2ccoc2C)n1CCc1ccccc1	1%	8	69	-8	69	-19%	8	103	95
COC(=O)c1ccc(Nc2nc(C)cc(=O)[nH]2)cc1	-2%	-3	137	3	137	-26%	5	75	70
Cc1cc(C)nc(NS(=O)(=O)c2ccc(NC(=S)NC(=O)C3CCCC3)cc2)n1	9%	-6	168	6	168	-73%	3	89	86
Cc1ccc(Nc2nc(Oc3ccc(OCc4ccccc4)nn3)nc(N3CCOCC3)n2)cc1	-5%	4	112	-4	112	1%	20	52	32
CC1CCN(C(=S)NC2CCCCC2)CC1	2%	nt	nt	nt	nt	-3%	nt	nt	nt
COC(=O)c1ccsc1NC(=O)CN1CCN(c2ccc(F)cc2)CC1	-7%	13	115	-13	115	-30%	-1	74	74
COC(=O)c1ccccc1N(C)C(=O)C12CCC(C)(C(=O)O1)C2(C)C (configuration not stated)	10%	4	121	-4	121	-9%	-14	97	111
CC1(C)CC(=O)C=C(NC2CCS(=O)(=O)C2)C1 (configuration not stated)	nt	3	87	-3	87	nt	43	82	39
Clc1ccc(CSc2nnc([C@@H]3CCCN3)o2)cc1Cl	-4%	-8	68	8	68	-53%	9	93	84
CCn1c(CNc2ccc(Cl)cc2)nnc1SCc1ccc(Cl)cc1	nt	-8	64	8	64	nt	9	101	92
CC(C)NC(=O)c1ccc(-c2cc(C(F)(F)F)ccc2Cl)o1	-3%	15	146	-15	146	18%	1	85	85
COc1cccc(CC(NC(C)=O)C(=O)NC2CCN(c3nc(C)cc(C)c3C#N)CC2)c1 (configuration not stated)	-4%	1	136	0	136	-50%	-2	81	83
COC(=O)c1ccc(Oc2nc(Nc3ccccc3)nc(N(C)C)n2)cc1	-6%	-4	94	4	94	8%	13	81	68
Cc1nnc2n(c1=O)C(CS(=O)(=O)c1ccccc1)CS2 (configuration not stated)	2%	6	138	-6	138	3%	-4	95	100
CC(C)(C)c1ccc(C(=O)N2CCC(C(=O)NCc3ccco3)CC2)cc1	nt	14	144	-14	144	nt	5	85	81
Cc1ccc2nc(CCc3nc4ccc(C)cc4o3)oc2c1	7%	13	157	-13	157	16%	11	105	95
CCCc1nn2c(=O)c(C(c3cccc(Cl)c3)c3c(O)nc4sc(CCC)nn4c3=O)c(O)nc2s1	1%	-2	107	2	107	1%	nt	nt	nt
CC1=C(C(=O)OC2CCCCCCC2)C(c2cc3c(cc2Br)OCO3)CC(=O)N1 (configuration not stated)	-3%	0	137	0	137	-52%	4	6	2
COc1ccc(-n2c(=O)cc(N3CCOCC3)[nH]c2=O)cc1	2%	-2	177	2	177	5%	13	87	74
CC(=O)N1CCN(S(=O)(=O)c2ccc(S(=O)(=O)NCC(C)C)cc2)CC1	-9%	5	128	-5	128	-5%	11	93	82
CCC(CC)c1nnc(NC(=O)c2ccc3ccccc3n2)s1	3%	10	151	-10	151	-22%	1	54	53
Cc1nc(=O)c(-c2ccccc2)c(C)n1-c1cccc(C(=O)O)c1	6%	3	165	-3	165	5%	-4	109	112

Looked up above.
Cc1ccccc1NC(=O)CSc1nnc(-c2ccoc2C)n1CCc1ccccc1 @ IL1B NFkB inh: -8
CC1(C)CC(=O)C=C(NC2CCS(=O)(=O)C2)C1 (configuration not stated) @ NFkB transloc pot cell count 2 µM: 87
Clc1ccc(CSc2nnc([C@@H]3CCCN3)o2)cc1Cl @ NFkB transloc pot: -8
COC(=O)c1ccsc1NC(=O)CN1CCN(c2ccc(F)cc2)CC1 @ MRP reversal: -1
CC1=C(C(=O)OC2CCCCCCC2)C(c2cc3c(cc2Br)OCO3)CC(=O)N1 (configuration not stated) @ IL1B NFkB inh cell count 2 µM: 137

Other compounds.
SMILES	Bcl-B TR3 displacers	NFkB transloc pot	NFkB transloc pot cell count 2 µM	IL1B NFkB inh	IL1B NFkB inh cell count 2 µM	PLAP inhibitors HTS	MRP reversal	MRP reversal cytotoxicity	MRP reversal with doxorubicin
Cc1ccc(Oc2ncc(-c3ccc(Cl)cc3)cn2)cc1	-9%	0	126	0	126	-2%	nt	nt	nt
COC(=O)c1cc(-c2ccccc2)sc1NC(=O)CN1C(=O)c2ccccc2C1=O	-2%	-8	156	8	156	-20%	nt	nt	nt
O=C(c1ccc(S(=O)(=O)N2CCCC2)cc1)N1CCN(Cc2ccc3c(c2)OCO3)CC1	-14%	nt	nt	nt	nt	-50%	44	78	35
COCCNC(=O)C1CC(c2cccc([N+](=O)[O-])c2)=NO1 (configuration not stated)	3%	2	82	-2	82	-4%	nt	nt	nt
O=C(CCCn1c(=S)[nH]c2cc3c(cc2c1=O)OCO3)N1CCN(c2ccc(Cl)cc2)CC1	-3%	4	92	-4	92	-30%	-10	67	76
COc1cccc(-c2nc(-c3ccc(NC(=O)c4cccnc4)cc3)no2)c1	-2%	-6	199	6	199	3%	-10	26	36
CC(=O)c1nn(-c2cccc(Br)c2)cc1C(=O)c1ccc2ccccc2c1	-12%	-7	162	6	162	-2%	nt	nt	nt
C=CCn1c(=O)c2ccccc2n2c(SCC(=O)Nc3cc(C)on3)nnc12	18%	3	122	-3	122	20%	9	96	87
COc1ccc(OC)c(-n2c(SCC(C)=O)nnc2-c2cccc(S(=O)(=O)N(C)C)c2)c1	9%	1	201	-1	201	-50%	-6	82	87
N#Cc1c(C(F)(F)F)cc(-c2ccccc2)[nH]c1=O	8%	10	114	-10	114	-23%	nt	nt	nt
COc1cccc(-n2nnnc2SCC(=O)NCc2ccc3c(c2)OCO3)c1	-8%	-4	193	4	193	-9%	21	93	73
O=C(Cc1ccccc1)Nc1ccc(N2CCOCC2)cc1N1CCOCC1	0%	-4	152	4	152	-30%	20	107	88
COc1ccc(/C=N/Nc2ncc(-c3ccccc3)cn2)c(OC)c1	nt	-16	135	16	135	nt	-29	66	95
Cc1ccccc1-c1nnc2c3ccccc3c(C)nn12	nt	-5	133	5	133	nt	8	91	83
C=CCNS(=O)(=O)c1nc(C)c(Cl)c(C)c1C#N	nt	nt	nt	nt	nt	-57%	1	71	70
Cc1ccc(C)c2[nH]c(=O)c(C(c3nnnn3C3CCCC3)N3CCOCC3)cc12 (configuration not stated)	-5%	13	91	-13	91	-53%	0	98	98
CN1CCN(CCCNC(=O)c2cc3c(=O)n(C)c4ccccc4c3s2)CC1	1%	-5	192	5	192	-46%	-3	56	58

Retrieved by structure from above, 5 records:
SMILES	Bcl-B TR3 displacers	NFkB transloc pot	NFkB transloc pot cell count 2 µM	IL1B NFkB inh	IL1B NFkB inh cell count 2 µM	PLAP inhibitors HTS	MRP reversal	MRP reversal cytotoxicity	MRP reversal with doxorubicin
COc1ccc(/C=N/Nc2ncc(-c3ccccc3)cn2)c(OC)c1	nt	-16	135	16	135	nt	-29	66	95
COc1cccc(CC(NC(C)=O)C(=O)NC2CCN(c3nc(C)cc(C)c3C#N)CC2)c1 (configuration not stated)	-4%	1	136	0	136	-50%	-2	81	83
COCCCN1C(=O)C(=O)/C(=C(/O)c2ccc(OC(C)C)c(C)c2)C1c1ccncc1 (configuration not stated)	4%	0	196	0	196	-7%	-18	88	105
CCn1c(CNc2ccc(Cl)cc2)nnc1SCc1ccc(Cl)cc1	nt	-8	64	8	64	nt	9	101	92
O=C(c1csc2c1CCCCC2)N1CCN(c2ncccn2)CC1	-1%	38	108	-38	108	-19%	nt	nt	nt

These rows are one share of the data; count on the stated rates, not on these rows.
